TRPN1 ag – zebrafish TRPN1 channel agonists, primary screen, cell-based, HEK293, calcium fluorescence. transient receptor potential cation channel N1 (TRPN1/NompC), Danio rerio. HEK293 zebrafish TRPN1-YFP, Fluo-8 calcium fluorescence; 100% = response to 87 µM carbachol. activation, % at 3 µM. 220,000 tested, 0.18% active. AID 1424, 2008;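 active = activation above its plate's cutoff, the mean activation of test wells on that plate plus 3 SD, cut at about 19% in these data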;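 also: 0% = DMSO alone and 100% = 87 µM carbachol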
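Control set: carbachol 87 µM as high control, DMSO as low control; system: HEK293 stable line with zebrafish TRPN1-YFP; read-out: % activation versus carbachol response; detection: intracellular calcium fluorescence with Fluo-8; doses: single test compound dose, 3 µM nominal, 0.3% DMSO; schedule: dye 1 h 37 °C plus 30 min RT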
EBV gp42 block – Epstein-Barr virus gp42 inhibitors, primary screen, biochemical, uHTS, fluorescence polarization. Glycoprotein 42 (Epstein-Barr virus (strain AG876)), Q1HVG2. Fluorescence polarization binding assay, mP read-out. inhibition, % (tested at 21.74 µM). 220,000 tested, 0.42% active; in the data active = inhibition above about 50%
Target sequence (Q1HVG2 whole entry, looked up): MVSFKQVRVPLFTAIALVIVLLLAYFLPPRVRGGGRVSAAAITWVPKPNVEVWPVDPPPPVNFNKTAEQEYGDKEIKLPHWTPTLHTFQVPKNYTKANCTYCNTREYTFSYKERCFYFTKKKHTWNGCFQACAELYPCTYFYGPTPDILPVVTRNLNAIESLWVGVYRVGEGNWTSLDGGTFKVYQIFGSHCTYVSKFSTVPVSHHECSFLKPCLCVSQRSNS
Furin inh – human furin inhibitors, primary screen, biochemical, fluorescence intensity; P09958; purified furin, fluorogenic substrate cleavage; inhibition, % at 30 µM; 220,000 tested, 0.061% active; AID 463115, 2010; in the data active = inhibition above about 25%; also: inactives centre near -15
TbHK1 inh – Trypanosoma brucei hexokinase 1 inhibitors, primary screen, biochemical, G6PDH-coupled NADH absorbance, MLSCN library. 220,000 tested, 0.11% active. recombinant TbHK1, G6PDH-coupled NADH A340. inhibition, % at 10 µM;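 active = inhibition of 50% or more in the single-dose primary screen; inactive = inhibition below 50%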
PPC-1+TRAIL kill – compounds killing PPC-1 cancer cells with TRAIL present, primary screen, TRAIL potentiator project, ATPLite luminescence, uHTS. PPC-1 cells + TRAIL, ATPLite viability luminescence. cell killing (% activity), % at 4 µM. 220,000 tested, 0.41% active;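 active = cell killing above 50% in the first pass at 4 µM, then a duplicate retest at 5 µM averaging 50% or more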;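 also: plate controls were cells with TRAIL plus DMSO for no effect and medium-only wells lacking cells for full effect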
KCC2 mod – KCC2 cotransporter modulators, thallium flux, primary screen, cell-based, HEK293 KCC2, FluoZin-2 fluorescence, MLSMR; B-score of Tl+ flux slope (higher = more flux/activation; lower = inhibition) at 10 µM; Solute carrier family 12 member 5 (Homo sapiens), Q9H2X9; KCC2 cells, thallium flux FluoZin-2 fluorescence; 190,000 tested, 2.2% active;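 active = thallium flux slope and its plate-corrected score both differing from the plate sample mean at a set confidence after two filtering rounds, in either direction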;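 also: slope of fluorescence scaled to starting intensity during 10 to 20 s after thallium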
Thrombin inh – human alpha-thrombin inhibitors, primary screen, counter-screen for coagulation protease inhibitor project, biochemical, 1536-well, fluorogenic AMC substrate; AID 1046, 2008; Boc-VPR-AMC fluorogenic substrate cleavage; inhibition, % at 5 µM; 220,000 tested, 0.26% active; Prothrombin (Homo sapiens), P00734;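 active = inhibition at or above 40%; inactive = inhibition below 40%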;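 also: 0% = enzyme with no compound and 100% = wells without enzyme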
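Test system: human alpha-thrombin; medium: pH 7.5 Tris-saline with Tween 20; times: reaction at room temperature; signal: AMC fluorescence at 355 nm excitation and 460 nm emission; also added: Boc-VPR-AMC substrate, 15 µM final; dosing: one concentration per compound, 5 µM, with 0.2% DMSO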
TRPML3 agonist – human TRPML3 channel agonists, primary screen, cell-based, HEK293 TRPML3-YFP, Fluo-8 calcium fluorescence, 3 µM | 100% = the carbachol control signal | activation, % at 3 µM | 220,000 tested, 0.29% active | AID 1448, 2008;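 active = activation above its plate's cutoff, the mean activation of the plate's test wells plus 3 SD, cut at about 12% in these data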;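 also: 0% = DMSO only wells and 100% = carbachol wells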
Target sequence (Q8TDD5 whole entry, looked up): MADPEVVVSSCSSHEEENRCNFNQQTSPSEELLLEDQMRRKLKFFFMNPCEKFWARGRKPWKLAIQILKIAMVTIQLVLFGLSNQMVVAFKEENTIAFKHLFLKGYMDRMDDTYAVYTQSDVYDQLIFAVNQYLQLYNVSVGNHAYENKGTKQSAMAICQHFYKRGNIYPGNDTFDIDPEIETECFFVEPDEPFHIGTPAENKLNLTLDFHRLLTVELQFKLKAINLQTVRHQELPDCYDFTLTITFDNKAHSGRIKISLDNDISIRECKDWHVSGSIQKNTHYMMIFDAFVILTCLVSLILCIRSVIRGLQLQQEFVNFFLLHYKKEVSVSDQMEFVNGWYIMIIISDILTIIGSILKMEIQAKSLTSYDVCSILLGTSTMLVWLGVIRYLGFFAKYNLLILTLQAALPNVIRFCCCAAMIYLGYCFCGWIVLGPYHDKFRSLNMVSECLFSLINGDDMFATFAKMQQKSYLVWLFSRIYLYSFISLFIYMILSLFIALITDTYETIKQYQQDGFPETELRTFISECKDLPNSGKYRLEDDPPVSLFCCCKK
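Material: HEK293 cells stably carrying human TRPML3-YFP; compound dosing: single dose, 3 µM final nominal compound, 0.3% DMSO final; incubation: 1-h 37 °C dye load, 5-s basal, 120-s post-compound reads; technique: Fluo-8 intracellular calcium fluorescence, excitation 470-495 nm, emission 515-575 nm; read-out basis: percent activation from peak-to-basal fluorescence ratio, scaled between DMSO and carbachol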
Calpain2 inh – inhibitors of pig calpain II, primary screen, biochemical, fluorogenic peptide substrate, 1536-well; inhibition, % at 16 µM; 220,000 tested, 0.37% active; purified calpain II, 30 min;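 active = inhibition above about 50%, limit read from the data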
The depositor's hits bear a star; · = no result given; [ ] = remark or other dose.

SMILES,EBV gp42 block,PPC-1+TRAIL kill,Thrombin inh,Furin inh,KCC2 mod,TbHK1 inh,Calpain2 inh,TRPML3 agonist,TRPN1 ag
C/C(Cl)=C\Cn1c(O)c(N=NC(N)=S)c2ccccc21,1.2,7.7,-7.6,-33.3,42.1*,-2.6,-6.9,0.3,-3.0
O=C(O)COc1ccccc1/C=N/NC(=O)CSc1nnc(SCc2ccccc2)s1,-17.6,-5.8,-3.8,-21.1,-0.127,-5.5,2.4,0.5,1.2
CCOC(=O)CSc1ncc(OC)c(Sc2ccc(Cl)cc2)n1,-5.1,8.3,4.2,-17.0[20 µM],-0.507,3.3,18.0,-0.2,-0.9
CC(C)C(=O)NC(=S)Nc1ccc(S(=O)(=O)N(C)C)cc1,-4.7,18.8,0.5,-6.1,-0.423,32.1,19.8,0.9,0.4
CCCN=C1NC(=O)C(CC(=O)NCCc2ccccc2)S1 (centres undefined),-6.2,13.5,0.2,-22.2,-0.901,-2.2,0.2,0.3,0.6
COc1cccc(N2CCN(C(=O)CN(C)S(=O)(=O)c3ccc4c(c3)c(=O)n(C)c(=O)n4C)CC2)c1,-0.6,6.1,7.0,-24.0,0.114,-4.9,-15.4,0.6,1.6
CCCCC(C(=O)NCCC(C)C)N(CCCN1CCOCC1)C(=O)c1snc(C(N)=O)c1N (centres undefined),-11.6,8.7,-6.4,-26.1,-0.16,-7.5,-96.2,0.2,-0.1
COc1ccccc1-c1cc(C(=O)N/N=C/c2ccc(C)s2)c2ccccc2n1,-6.4,15.1,-3.8,-4.3[20 µM],-0.524,-55.1,-350.3,-0.5,0.5
Cc1scc(C(=O)NCc2ccco2)c1-c1ccccc1,-7.0,7.4,-0.6,-19.5,-3.04,10.9,-19.4,-0.7,-2.5
NC(=O)CNC(=O)c1cccc(Cl)c1,-12.1,-1.2,-4.7,-31.6,-0.0218,0.2,-8.6,0.3,-1.1
CC(C)c1nnc(NC(=O)C2CCN(S(=O)(=O)c3ccc(-n4cnnn4)cc3)CC2)s1,-0.7,15.8,-10.6,-12.4,0.363,7.1,23.2,0.6,-0.1
Oc1ccc(N=Nc2ccc3c(c2)OCCO3)c2cccnc12,-12.9,23.9,-2.5,-12.9,24*,-10.2,9.0,0.0,-0.6
CN(C1=C(NC(=O)c2ccc(Cl)cc2)C(=O)c2ccccc2C1=O)c1ccccc1,6.1,19.7,-20.6,-14.6,-1.65,-5.0,15.9,-1.5,-3.4
O=C(CCc1ccccc1)NNC(=S)Nc1ccc(F)cc1,0.9,1.7,-1.4,-23.5,-1.07,6.4,23.0,-0.2,0.3
Cc1ccc(-n2c(=O)c3ccc(C(=O)NCc4ccco4)cc3n(Cc3ccccc3C#N)c2=O)cc1,-7.7,17.4,-9.6,-12.8,-0.197,-3.0,34.4,0.0,-0.7
CCCC(=O)N1CCN(C2=NS(=O)(=O)c3ccccc32)CC1,11.8,6.9,-4.0,-23.5,-0.527,1.1,-9.1,1.2,0.8
COCCCNC(=S)Nc1ccc(N2CCCCC2)cc1,-4.0,1.2,-3.6,-26.2,-0.35,1.1,1.6,0.9,3.4
CC1(C)Cc2c(sc3[nH]c(=S)n(Cc4ccccc4)c(=O)c23)CO1,0.6,-3.9,6.5,-16.8[20 µM],80.6*,8.0,22.5,0.9,-1.0
CCCN1C(=O)c2ccc(C(=O)NCc3ccco3)cc2C1=O,-12.1,1.9,-8.7,-11.7[20 µM],0.201,1.8,-0.9,-0.1,0.9
CSc1nnc(C)c(=O)n1COC(=O)COc1ccc(F)cc1,-5.6,-3.7,-2.4,-25.5,-0.00441,0.4,32.8,0.2,0.9
CC(SCc1ccccc1)C(=O)Nc1ccc2c(c1)OCO2 (centres undefined),-27.8,5.9,4.2,-17.2[20 µM],-0.905,-2.6,-14.9,-0.1,-0.1
Cc1cccn2c(CN[C@@H]3CCCC[C@H]3c3ccccc3)c(C(=O)N3CCOCC3)nc12,-17.2,20.0,-4.6,-19.8,-1.15,-4.2,4.4,0.5,0.6
CC(C)c1cc(CN2CCN(CCC#N)CC2)cc(C(C)C)c1O,-6.1,9.1,-5.9,-16.9,-0.358,1.9,2.1,-0.3,-0.2
Cc1ccsc1/C=c1\sc2ncnn2c1=O,-23.9,13.2,0.2,-14.3,-0.655,-19.2,-7.8,0.7,2.2
O=[N+]([O-])c1cccc(C2=NCCS2)c1,10.5,12.3,-13.3,-6.4,0.491,-2.2,12.3,0.8,-0.2
COc1cccc(NC(=O)COC(=O)c2c(-c3ccccc3)noc2C)c1,-0.6,9.7,-7.0,-21.9[20 µM],-1.27,4.4,5.1,0.1,-1.6
CC1Cc2nc(SCC(N)=O)n(C)c(=O)c2S1 (centres undefined),-22.7,31.9,-2.9,-20.3,-0.331,-18.3,-9.8,0.3,0.3
CCCNC(=O)c1ccc(S(N)(=O)=O)cc1,-9.4,7.0,-3.3,-17.1,1.17,-8.3,5.7,0.3,0.6
CCCCCc1ccc(OCCCC[n+]2cccc(C)c2)c(CCCCC)c1,-18.7,21.4[5 µM],7.4,-22.1,0.783,33.2,-9.3,-1.2,-2.5
CCOC(=O)C1CCN(C(=O)c2cccc(NS(=O)(=O)c3ccc(F)c(F)c3)c2)CC1,-9.2,-1.0,-3.6,-26.7,-0.0146,-2.7,-8.9,-0.1,-0.4
Fc1ccccc1OCCSc1nc2ccccc2o1,-14.0,1.7,-1.0,-22.9[20 µM],0.0174,2.5,-9.8,-0.2,-0.7
Nc1nnc(SCC(=O)NC2CCCCC2)n1-c1ccccc1,-8.5,2.5,-17.6,-10.9[20 µM],0.845,0.5,-9.6,1.0,0.6
COc1ccc(NC(=S)NCc2cccnc2)cc1,-6.6,4.8,-4.8,-18.3,-0.000226,-6.0,6.2,0.8,-0.1
Cc1ccc(-n2c3c(c(=O)[nH]c2=S)C(C(F)(F)F)(C(F)(F)F)NC(=O)N3)cc1,-15.8,3.8,3.0,-34.1[20 µM],·,-7.3,-0.2,1.0,0.0
Brc1cccc2sc(N3CCN(c4ccccc4)CC3)nc12,-2.7,-0.6,2.7,-20.4,-0.125,0.1,12.2,1.7,0.2
COc1ccc(/C=C/C(=O)NCC(=O)N/N=C(\C)Cc2ccccc2)cc1,-7.1,5.8,3.0,-22.7,-0.986,-15.8,5.0,0.8,0.1
CCc1ccccc1NS(=O)(=O)c1ccc2c(c1)NC(=O)CC(=O)N2,-6.4,12.1,-3.4,-5.4,-0.294,-3.9,22.9,0.1,0.6
O=C(CCN1C(=O)COc2ccccc21)NCCCN1CCc2ccccc2C1,1.8,-5.2,-0.5,-0.8[20 µM],-1.43,-4.7,4.5,-0.2,-0.3
COc1cc2c(OC)cccc2cc1C(=O)O,-4.6,-24.7,-2.5,-20.2[20 µM],-0.616,-3.8,-410.6,1.2,0.7
C/C(=N\NC(=O)c1ccn(C)n1)c1cccc(NC(=O)c2ccncc2)c1,-8.3,40.9,-7.6,-9.6,0.231,-8.3,-5.7,0.6,1.7
CCOc1ccc(N(CC(=O)N/N=C/c2ccc(OC(C)C)cc2)S(C)(=O)=O)cc1,-49.0,-6.9,0.0,-25.2,-0.372,-1.4,3.2,0.6,-2.3
CC(=O)Nc1ccc(-c2ccc3nnc(C)n3n2)cc1,-11.3,21.5,-5.8,-10.8,-0.102,-15.2,-65.8,1.1,-0.7
Cc1ccnc(N2CCCC(C(=O)Nc3nnc(C)s3)C2)n1 (centres undefined),-30.4,7.2,-1.3,-12.4,-0.502,-0.3,-25.1,0.2,-0.6
COc1ccc(Cl)c(NC(=O)Nc2c(C)n(-c3ccccc3)c(=O)n2C)c1,-3.4,48.1,-0.4,-11.5[20 µM],0.149,5.9,-19.6,0.1,-0.9
Cn1c(=O)n(C)c2cc(C(N)=O)ccc21,-5.0,1.2,1.5,5.7[20 µM],-0.9,6.8,2.5,-0.3,0.2
Cc1noc(C)c1S(=O)(=O)N1CCC(C(=O)c2ccccc2)CC1,5.4,-1.0,-3.6,-6.3,1.17,-5.1,29.0,0.3,1.0
CCC(=O)/C=C1/Sc2ccc(OC)cc2N1CCO,-15.6,12.6,-1.6,-35.7,-0.043,-26.0,-0.1,1.1,1.5
CC(=O)Nc1ccc(NC(=O)C(C)OC(=O)CNS(=O)(=O)c2cccc(Cl)c2)cc1 (centres undefined),-2.2,9.2,-0.2,-26.7,0.393,-3.8,-8.5,1.3,0.9

Complete entries, looked up by structure:
CCc1ccccc1NS(=O)(=O)c1ccc2c(c1)NC(=O)CC(=O)N2 across the screens: EBV gp42 block = -6.4; PPC-1+TRAIL kill = 12.1; Thrombin inh = -3.4; Furin inh = -5.4; KCC2 mod = -0.294; TbHK1 inh = -3.9; Calpain2 inh = 22.9; TRPML3 agonist = 0.1; TRPN1 ag = 0.6
Cn1c(=O)n(C)c2cc(C(N)=O)ccc21 across the screens: EBV gp42 block = -5.0; PPC-1+TRAIL kill = 1.2; Thrombin inh = 1.5; Furin inh = 5.7[20 µM]; KCC2 mod = -0.9; TbHK1 inh = 6.8; Calpain2 inh = 2.5; TRPML3 agonist = -0.3; TRPN1 ag = 0.2

From PubChem BioAssay

Rows were taken by chance; overall some 3.6% were active at least once.
